Screening data from PubChem BioAssay.
HTR2A ag: activates the mouse 5-HT2A serotonin receptor | P35363 | CHO-K1 mHTR2A beta-arrestin complementation, luminescence; percent of 30 µM serotonin response | actives 0.66% (n = 360,000) | activation, % at 7.6 µM;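 active = activation above a run cutoff, the mean activation of all tested compounds plus 3 SD, cut at about 14% in these data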;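 note: 0% = plate median of compound wells and 100% = 30 µM serotonin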
Granule exo inh: blocks lytic granule exocytosis | TALL-104 LAMP-1 surface exposure, flow cytometry; cells stimulated with thapsigargin and PMA | inhibition, % at 10 µM | actives 0.66% (n = 360,000) | AID 651702;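 active = inhibition above about 55%, limit read from the data; inconclusive = no clear call, values can overlap the other calls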
CaV13 ICDI inh: Disruptors of the CACNA1D IQ motif to Ca2+-dependent inactivation inhibitor domain association, primary screening, Förster resonance energy transfer in intact living …; HEK cells, CFP/YFP FRET ICDI-IQ, plate reader, 10 min; percent FRET-ratio fall versus neutral wells; inhibition, % at 12.3 µM; actives 0.098% (n = 340,000);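 active = mean replicate inhibition of at least 30% and at least 1% of replicates passing that level; inconclusive = only one of the two criteria is met; inactive = neither criterion is met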;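 note: 0% = median of the neutral control wells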
iPSC survival up: enhancers of human iPSC single-cell survival | survival enhancement, % at 20 µM | hiPSC single-cell survival, ATPlite luminescence; 100% = ROCK inhibitor wells, 0% = DMSO | actives 0.044% (n = 360,000); in the data active = survival enhancement above about 18%;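 note: cells exposed to compounds for 16 hours before the ATP read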
PDI turbidity: blocks human protein disulfide isomerase activity. inhibition, % at 10 µM. P07237. AID 588391. PDI insulin aggregation turbidity, A650, 90 min. actives 0.052% (n = 350,000);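 active = mean inhibition across replicates of 30% or more, whatever share of single replicates reach that level; inconclusive = mean inhibition below 30% while every single replicate reaches 30%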;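 note: absorbance from insulin aggregation driven by PDI reduction with DTT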
aDG glyco up: increases alpha dystroglycan glycosylation; activation, % at 10 µM; actives 0.22% (n = 360,000); Pro5-aDG cells, alpha-DG glycosylation AlphaScreen (IIH6); 0% Pro5, 100% B10-LARGE cell signal;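 active = activation of at least 8% versus controls, or a plate z-score of at least 8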;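 note: Pro5 are CHO cells carrying HIG-tagged alpha-DG that lacks glycosylation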
Cardio protect: protects H9c2 cardiomyocytes from peroxide injury. H2O2 injury protection, ATPLite, 2 h. protection from H2O2 cell death, % at 20 µM. actives 0.63% (n = 360,000). AID 588492;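 active = compounds giving at least 50% protection of heart cells from peroxide-induced death in the single-dose screen, raw or plate-pattern-corrected value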;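 note: 0% = DMSO wells with peroxide and 100% = DMSO wells without peroxide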
Vif imaging: blocks HIV Vif function. inhibition, % at 7.49 µM. actives 0.35% (n = 340,000). HEK293T cells, Vif self-association by quenched fluorescence, imaging, 24 h; in the data active = inhibition above about 50%, passing the limit was not always enough; inconclusive = no clear call, values can overlap the other calls; inactive = below about 31%; note: some results filed as inactive read as strong as hits
ABCB6 inh MLPCN: inhibitors of human ABC transporter ABCB6; Q9NP58; K562-ABCB6 porphyrin accumulation, flow cytometry, 1 h; stronger effect = lower value; fluorescence ratio to DMSO, % at 10 µM; actives 0.19% (n = 360,000); AID 602162;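 active = fluorescence ratio to DMSO below 75%, the collection mean minus 3 SD; inconclusive = too few cells collected in the well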;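 note: signal is porphyrin accumulated inside mitochondria; 100% equals median channel fluorescence of DMSO control wells; lower ratio means ABCB6 inhibition with less porphyrin fluorescence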
Target sequence (Q9NP58 whole entry, looked up): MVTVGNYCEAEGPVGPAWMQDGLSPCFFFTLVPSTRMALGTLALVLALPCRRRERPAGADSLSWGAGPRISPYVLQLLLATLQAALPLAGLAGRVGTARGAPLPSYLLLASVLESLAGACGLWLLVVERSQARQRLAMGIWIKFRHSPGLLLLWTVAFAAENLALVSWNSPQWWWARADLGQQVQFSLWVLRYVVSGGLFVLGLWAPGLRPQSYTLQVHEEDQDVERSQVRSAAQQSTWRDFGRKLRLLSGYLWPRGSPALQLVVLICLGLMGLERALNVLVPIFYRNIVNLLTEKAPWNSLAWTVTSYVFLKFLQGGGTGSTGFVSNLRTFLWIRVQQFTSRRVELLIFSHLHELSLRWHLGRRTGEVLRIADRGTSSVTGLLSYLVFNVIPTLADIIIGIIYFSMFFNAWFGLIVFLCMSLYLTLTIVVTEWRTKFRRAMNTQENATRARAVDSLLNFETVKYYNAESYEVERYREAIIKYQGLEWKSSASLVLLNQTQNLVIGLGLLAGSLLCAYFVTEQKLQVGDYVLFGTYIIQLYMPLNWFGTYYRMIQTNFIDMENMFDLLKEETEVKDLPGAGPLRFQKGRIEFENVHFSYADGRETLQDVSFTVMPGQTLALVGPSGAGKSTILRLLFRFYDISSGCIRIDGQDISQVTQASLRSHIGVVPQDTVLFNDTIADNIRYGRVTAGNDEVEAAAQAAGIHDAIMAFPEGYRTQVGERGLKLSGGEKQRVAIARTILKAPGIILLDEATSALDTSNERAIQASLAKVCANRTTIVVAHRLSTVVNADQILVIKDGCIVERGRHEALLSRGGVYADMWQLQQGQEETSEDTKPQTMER
N-glyco inh: blocks N-linked glycosylation in D54 reporter cells; D54 ERlucT glycosylation luciferase reporter, 24 h; percent of 100 nM tunicamycin response; reporter increase, % at 12.5 µM; actives 0.23% (n = 360,000); AID 588692;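 active = mean luciferase reporter signal, scaled so untreated is 0 and the glycosylation-blocking control 100, at or above a set limit in every replicate; inconclusive = mean reaches the limit but not every replicate does; inactive = mean below the limit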;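 note: luciferase carries N-glycosylation sites so blocking glycosylation raises the light; 0% = median of neutral control wells and 100% = median of 100 nM tunicamycin wells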
An asterisk follows results filed as active; ? = inconclusive; · = no result given. The order is random; about 3.1% have a hit in one of these screens.

SMILES	HTR2A ag	Granule exo inh	CaV13 ICDI inh	iPSC survival up	PDI turbidity	aDG glyco up	Cardio protect	Vif imaging	ABCB6 inh MLPCN	N-glyco inh
CC(C)OCCCNC(=O)C1CC(=O)N(CCc2ccc(F)cc2)C1 (configuration not stated)	-3.6	2.0	4.9	1.5	2.0	-0.1	1.3	3.5	96.0	1.5
Cc1noc(-c2ccc(Cl)cc2)c1C(=O)O/N=C(\N)c1ccc(C(C)(C)C)cc1	-4.1	-15.0	0.2	-0.1	3.3	0.1	-11.8	10.1	107.0	12.7
COc1ccc(/C=C/C(=O)Nc2ccccc2C(=O)N2CCCC2)cc1	-1.4	-3.0	-1.0	-0.9	7.4	0.1	-1.8	-16.1	92.0	-0.6
CCN(C(=O)CSc1nc2nc(C)cc(C)n2n1)c1ccccc1	3.6	2.5	-10.0	2.6	-6.7	-0.2	3.8	-2.7	99.0	-1.8
CC1CCc2c(C(=O)N3CCN(S(=O)(=O)c4cccs4)CC3)csc2C1 (configuration not stated)	1.5	-3.4	-5.6	-1.8	-8.0	0.0	5.2	3.7	103.0	-6.1
COc1ccccc1NS(=O)(=O)c1ccc(NC(C)=O)cc1	-2.1	1.8	-11.1	-0.1	0.3	0.0	-7.3	3.9	101.0	-0.4
CC(C)NC(=O)C1(C)CCCCN1Cc1cccc(C(F)(F)F)c1 (configuration not stated)	1.8	0.1	-4.9	5.2	-15.0	-0.3	6.1	-3.4	103.0	0.8
C=CCN1C(=O)C2(c3ccccc31)C1CCCC=C1C(C#N)=C(N)C2(C#N)C#N (configuration not stated)	-0.6	-0.4	·	-2.8	0.1	0.2	-2.3	-15.4	96.0	-0.7
COc1ccc(NC(=O)NCCCCc2ccccc2)c(OC)c1	0.3	-1.4	-2.6	0.1	-3.2	-0.2	-4.6	-10.9	86.0	1.7
CCOc1ccc(-n2c(=O)c3sccc3n(CC(=O)NCc3ccco3)c2=O)cc1	-3.5	-3.1	-4.8	-1.8	5.8	0.3	5.7	12.8	109.0	1.2
N#CC1(Cc2ccccc2Cl)c2ccccc2C=CN1C(=O)c1ccccc1 (configuration not stated)	18.8*	-1.2	-5.3	-1.6	-8.8	-0.2	-16.4	-1.8	·	-4.7
CCN(CC)c1ccc(/C=N/NC(=O)c2nnn(-c3nonc3N)c2C(C)C)c(O)c1	-1.6	1.0	-4.5	-0.4	-3.0	0.9	26.1	-23.5	100.0	-18.3
CO/N=C/C(c1ccc(Cl)nc1)S(=O)(=O)c1ccccc1 (configuration not stated)	-0.7	-2.9	-7.0	-0.1	-9.6	0.1	3.3	-6.0	99.0	1.0
Cc1cccc(N2C(S)=C(C#N)C(=O)NC2c2ccco2)c1 (configuration not stated)	2.7	33.5	-6.9	-0.9	4.1	-0.2	15.4	-9.7	95.0	2.7
O=C(Nc1ccccc1C(=O)NC1CCCCC1)c1ccco1	-1.1	-1.2	-6.7	-2.3	4.5	-0.1	-5.3	-2.9	99.0	1.7

2 compounds from above, limited to HTR2A ag, CaV13 ICDI inh and Cardio protect.
Structure	HTR2A ag	CaV13 ICDI inh	Cardio protect
COc1ccc(/C=C/C(=O)Nc2ccccc2C(=O)N2CCCC2)cc1	-1.4	-1.0	-1.8
CCOc1ccc(-n2c(=O)c3sccc3n(CC(=O)NCc3ccco3)c2=O)cc1	-3.5	-4.8	5.7

Continued.
SMILES	HTR2A ag	Granule exo inh	CaV13 ICDI inh	iPSC survival up	PDI turbidity	aDG glyco up	Cardio protect	Vif imaging	ABCB6 inh MLPCN	N-glyco inh
CCCCC1(C)NC(=O)N(CC(=O)Nc2ccc(S(=O)(=O)N3CCOCC3)cc2)C1=O (configuration not stated)	1.7	-3.4	-7.3	-2.3	-2.5	-0.2	5.3	7.2	98.0	1.7
Cc1cccc(NC(=O)Nc2ccc(S(N)(=O)=O)cc2)c1	2.7	-5.9	-4.5	0.2	-0.4	0.0	-1.9	8.5	99.0	0.0
O=C(Nc1ccn(CCCNCc2ccc3c(c2)OCO3)c(=O)n1)OCc1ccccc1	2.6	-0.4	-5.8	-0.6	-1.5	-0.1	-0.7	·	99.0	-2.1
Cc1cc(Cl)ccc1NC(=O)C1CCN(S(C)(=O)=O)CC1	-2.4	5.0	3.0	-0.4	-2.3	0.0	5.3	22.3	94.0	-1.1
C[C@H]1CN([C@@H](C)CO)C(=O)c2cccc(NC(=O)C3CC3)c2O[C@H]1CN(C)S(=O)(=O)c1cccs1	-3.3	-2.5	-7.9	2.5	2.9	0.7	1.4	-3.6	97.0	2.2
Cc1ccc(C(=O)SC2=NCCS2)cc1	2.8	0.2	-6.9	3.2	4.4	0.0	0.6	2.7	103.0	1.9
CCOC(=O)c1ccc(NC(=O)c2ncn3c2C(=O)NC[C@H]3C)cc1	4.6	-3.6	-4.0	2.9	5.0	-0.1	4.9	-1.2	97.0	-0.8
COc1cccc(N2CCN(C(=O)c3oc4ccccc4c3NC(=O)CCc3cc(OC)no3)CC2)c1	0.5	2.9	-2.5	-0.1	-4.8	0.0	3.5	-6.2	98.0	-0.6
O=C(CN1C(=O)c2cccnc2Oc2ccc(Cl)cc21)N1CCOCC1	14.4*	-8.6	-7.0	-0.5	1.9	0.2	0.3	2.6	97.0	2.8
CCN(CC)c1ncnc2scc(C3COc4ccccc4O3)c12 (configuration not stated)	-7.6	-1.1	-5.2	-2.6	-4.9	-0.1	1.7	-20.5	91.0	-2.6
O=C(Nc1ccc(F)cc1)C(c1ccncc1)N1CCN(c2cccc(C(F)(F)F)n2)CC1 (configuration not stated)	-8.3	-4.6	-8.6	·	·	0.1	·	·	·	·
Brc1cccc(CN2CCCCCC2)c1	-1.7	-12.7	-5.5	-0.7	-1.8	0.0	1.4	-3.6	116.0	0.0
CC(Nc1cc(N2CCCC2)ccc1[N+](=O)[O-])c1ccccc1 (configuration not stated)	4.3	-4.4	·	-1.7	-4.2	-0.4	-17.2	·	191.0	-2.0
COc1ccccc1N1CCN(C(=O)COc2ccc(Cl)cc2)CC1	-3.1	-4.9	-4.3	1.2	0.8	0.2	-0.5	0.4	102.0	1.2
COc1ccc(OCC(=O)Nc2ccncc2)cc1	2.6	4.7	-2.1	1.7	1.9	0.4	-10.9	-2.0	97.0	-0.1
O=C(CSc1nnc(-c2cccnc2)n1Cc1ccco1)N1c2ccccc2Sc2ccccc21	-3.2	16.1	-6.5	-0.7	-4.3	0.1	35.5	-13.2	88.0	-3.9
CCN(CC(=O)Nc1ccc2c(c1)OCCO2)C(=O)/C=C/c1ccc([N+](=O)[O-])cc1	-6.1	11.2	-5.0	-2.0	-6.1	-0.1	0.3	9.0	101.0	0.2
CCn1c2ccccc2c2cc(Nc3cc(C)nc4ncnn34)ccc21	0.2	18.2	-6.4	-3.7	-6.1	0.1	2.8	35.7	100.0	18.6
O=C(CCc1ccc(S(=O)(=O)N2CCOCC2)cc1)N/N=C/c1ccc(F)cc1F	7.0	-8.8	-2.3	1.8	-8.3	-0.1	-1.1	3.4	102.0	0.2
Cn1ncc(Br)c1N1C(=O)CCC1=O	-0.2	-1.7	-2.3	0.1	6.2	0.3	-1.9	4.1	98.0	1.9
O=C(CSc1nnc(CNC(=O)c2c(F)cccc2F)o1)NCc1ccc2c(c1)OCO2	1.0	1.2	-11.2	-1.3	-7.0	-0.2	14.8	-1.7	94.0	0.0
N#CCSc1nc2ccccc2c(=O)n1CCCC(=O)NCc1ccco1	1.3	-1.1	4.3	-0.5	2.9	0.0	1.2	2.3	81.0	-2.8
CCN(c1ccccc1)S(=O)(=O)c1ccc2c(c1)CC(C)N2C(=O)C1CC1 (configuration not stated)	-2.1	0.7	-13.7	1.8	-2.3	0.3	1.4	-7.9	96.0	-2.2
C[C@@H]1CN([C@@H](C)CO)C(=O)CCCn2nncc2CO[C@@H]1CN(C)C(=O)c1ccc(N2CCN(C)CC2)cc1	-2.2	-9.7	-6.2	0.5	3.1	0.0	1.9	3.8	101.0	-0.7
CC1CN(C(=O)c2ccccc2OCc2ccccc2Cl)CC(C)O1 (configuration not stated)	-9.0	-1.6	-2.7	-0.5	9.4	-0.2	1.3	11.8	96.0	-0.7
Cc1ccc(OCCNC(=O)C2CCCCC2)cc1	-2.2	2.5	-1.1	-1.9	-4.5	-0.1	-4.8	-11.4	102.0	-2.4
COc1ccc(C)cc1S(=O)(=O)Nc1ccc2c(c1)N(C(C)=O)CCC2	7.7	6.3	-6.1	0.7	-5.5	0.2	-12.9	-9.0	96.0	-0.5
COC(=O)C[C@@H]1CC[C@@H](NS(=O)(=O)c2ccccc2OC)[C@@H](CO)O1	7.9	2.2	-5.9	·	·	-0.1	·	·	·	·
CCCCC(=O)N(Cc1ccc2c(c1)OCO2)Cc1nc2ccccc2c(=O)[nH]1	-3.3	-2.3	-11.0	0.1	2.1	0.3	11.5	0.1	95.0	-3.8
O=C(CN(CC1CCCO1)C(=O)CNS(=O)(=O)c1ccc(Cl)cc1)NCc1ccc(F)cc1 (configuration not stated)	1.7	10.8	-6.7	-0.5	2.2	0.0	5.3	6.9	98.0	2.9
COc1ccc(N2CCN(S(=O)(=O)Cc3ccccc3)CC2)cc1	2.3	0.3	-3.3	-1.5	5.9	-0.2	-1.5	-1.3	102.0	0.8
CCOC(=O)N1CCN(c2c(-c3ccc(C)c(C)c3)c(=O)c2=O)CC1	6.7	-2.9	-4.9	3.3	4.0	-0.4	2.4	-7.8	92.0	-0.3
CCOc1ccccc1NC(=O)CSc1nnnn1Cc1ccccc1	5.8	-1.0	-5.2	-1.8	0.5	0.1	3.1	4.9	100.0	-3.0
COc1ccc(C(CC(=O)N2CCCCC2)NC(=O)C(F)(F)F)cc1 (configuration not stated)	-3.0	-9.7	4.5	0.6	-1.9	0.1	-3.7	-1.5	102.0	2.5
CCN(CC)CCCN=Cc1c(O)n(-c2ccccc2C)c(=O)c2ccccc12	-1.4	-1.4	-4.8	0.4	-2.5	1.4	23.5	?	96.0	1.4
NC(=O)CC(NC(=O)Cc1cccc2ccccc12)c1ccc(N2CCC(Cc3ccccc3)CC2)c([N+](=O)[O-])c1 (configuration not stated)	-0.2	59.6*	-7.5	-1.7	1.6	-0.2	-6.7	-7.1	96.0	-0.3
CCn1c(Cn2nnc(-c3ccccc3)n2)nnc1SCC(=O)Nc1ccc(C(C)=O)cc1	0.0	-1.7	-7.2	2.2	-2.0	-0.2	1.5	8.2	96.0	-0.3
COc1cccc(NC(=O)c2ccc(-c3ccccc3[N+](=O)[O-])o2)c1	-1.4	0.6	-9.9	-2.0	-13.7	0.1	8.2	-7.4	97.0	-3.8
COCc1cc(C)nc(OCC(=O)N/N=C\c2cc(C)n(-c3cccc(C(F)(F)F)c3)c2C)c1C#N	2.6	-5.9	-5.0	-0.7	-5.3	0.0	-9.5	3.9	112.0	-1.5
